a7 integrin act – qHTS for Activators of Integrin-Mediated Alleviation for Muscular Dystrophy | actives 0.064% (n = 350,000) | alpha7betagal myoblasts, beta-gal FDG fluorescence, 48 h | Potency, µM (doses to about 38.3 µM), without a hit: at the top dose activation, most hits filed as activators; active = well fitted activation curve with a large enough effect;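 also: 100% = response of the positive control SU9516; nearly all actives have a fitted effect of over 60% in size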
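Alpha7betagal+/- myoblasts (passage 13) were plated 16-24 hr, then exposed to compounds (1:260 dilution of DMSO stock) for 48 hours at 37C. After MPER lysis, β-galactosidase reporter activity was read as FDG fluorescence (ex 480/em 540) after 30 minutes.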
Active calls of the source: *; [ ] = another dose, or the depositor's remark. Potency is read from the fitted curve at half-maximal effect. These rows are one share of the data; count on the stated rates, not on these rows.

SMILES	a7 integrin act
C[C@H](CO)N1C[C@H](C)[C@@H](CN(C)C(=O)CC2CC2)Oc2cc(Br)ccc2S1(=O)=O	12%
COc1ccccc1-c1noc2c1C(=O)N(C(=O)OC(C)(C)C)CC2	-6%
COc1ccc(-c2ccc3[nH]c4c(c3c2)CCN2C(=O)[C@@H]([C@H](C)O)[C@@H](N(C)C(=O)Nc3cc(Cl)cc(Cl)c3)C[C@@H]42)cc1	-59%[inhibitor]
COCCCN(Cc1cc(OC)c(OC)c(OC)c1)C(=S)Nc1cccc(SC)c1	-3%
Clc1ccccc1NN=Cc1ccccn1	-17%
C[C@H](CO)N1C[C@H](C)[C@H](CN(C)Cc2cccc(C(F)(F)F)c2)OCc2ccccc2-c2c(n(C)c3ccccc23)C1=O	-4%
COc1ccc(C(C)(C)C)cc1NC(=O)CN(C)C1=NS(=O)(=O)c2ccccc21	7%
CCOC(=O)c1c(CC(C)C)csc1NC(=O)COC(=O)c1cnc(C)cn1	1%
C[C@@H]1CN([C@@H](C)CO)S(=O)(=O)c2ccc(-c3cccc(C#N)c3)cc2O[C@@H]1CN(C)C(=O)c1ccc(F)cc1	-6%
O=C(COc1ccc(Cl)cc1Cl)NCCN1CCCCC1	-32%
C[C@H](CO)NC(=O)c1[nH]cnc1C(=O)Nc1cccc(Cl)c1	24%
CC(c1ccccc1)n1ccnc1CO (stereo not drawn)	0%
O=C1C=CC(=O)N1c1ccc(-c2nc3ccccc3o2)cc1	-3%
Cc1ccc2c(CC(=O)Nc3ccc4nc(N5CCOCC5)sc4c3)coc2c1	16%
CC1CCN(S(=O)(=O)N2CCC(C(=O)NCc3ccc(F)cc3Cl)CC2)CC1	20%
C[C@@H]1CN([C@H](C)CO)C(=O)CCCn2cc(nn2)CO[C@H]1CN(C)C(=O)CCC(F)(F)F	11%
O=C(NCCc1c[nH]c2ccccc12)c1ccc([N+](=O)[O-])o1	-40%
CNC(=O)c1ccsc1NC(=O)CS(=O)(=O)c1ccc(F)cc1	12%
CC(=NC1CCCCC1)c1ccc(O)cc1O	13%
O=C(c1ccco1)N1CCN(C(=O)c2ccc(Br)o2)CC1	-8%
COc1ccc(-c2c(N)cnc(C(=O)O)c2C)c(OCc2ccccc2)c1OC	-13%
COc1ccc(S(=O)(=O)N2CCCCC2)cc1NC(=O)C1CC1(Cl)Cl (stereo not drawn)	-6%
COc1cc(NC(=O)COc2cc(C)cc3oc(=O)cc(C)c23)cc(OC)c1OC	-3%
CC1=C(C(=O)N(C)C)CC(CC(=O)NCc2cccs2)C(=O)N1CCC1=CCCCC1 (stereo not drawn)	-11%
C[C@@H]1CN([C@@H](C)CO)S(=O)(=O)c2ccc(Br)cc2O[C@@H]1CN(C)Cc1cccnc1	4%
CN(Cc1ccccc1)C(=O)COC(=O)c1c[nH]c2ccccc12	12%
CC(=O)c1ccc(OCC(=O)Nc2nnc(C3CC3)s2)cc1	5%
Cc1ccc(NC(=O)COC(=O)CN2CCSC2=O)cc1Cl	-4%
CC1=CC(=O)C2(C)C(C)=C(C)C12C (stereo not drawn)	-3%
CSC[C@H]1CN(Cc2cccnc2)C(=O)[C@@H]1CC(=O)Nc1ccc(Br)cc1	1%
CN1OC[C@@H]2CN(C(=O)C(C)(C)C)[C@H](c3cccc(Oc4ccccc4)c3)C[C@@H]21	12%
COc1ccc(-c2nnc(SCC(=O)N(C)C3CCS(=O)(=O)C3)n2CC(C)C)cc1 (stereo not drawn)	15%
CCCNC(=O)CSc1nnc(NC(=O)C2CC(=O)N(c3ccccc3OC)C2)s1 (stereo not drawn)	10%
CCN(CC)C(=O)C1=C(C)N(Cc2ccc(C(C)(C)C)cc2)C(=O)C(CC(=O)NCCc2ccccn2)C1 (stereo not drawn)	-4%
NC(=O)CSc1nnc(-c2ccco2)n1-c1ccc(F)cc1	1%
COc1cc(C(=O)NCCC(=O)NCc2cccs2)cc(OC)c1OC	-6%
CCc1nc2c(=O)[nH]cnc2o1	4%
Cc1ccc(CN2CCC[C@]3(N[C@H](c4ccccc4)[C@@H]4C(=O)N(Cc5ccccc5)C(=O)[C@@H]43)C2=O)cc1	18%
Cn1ccn(CCCCCCn2ccn(C)c2=S)c1=S	-9%
Cc1noc(C)c1NC(=O)N(C)C[C@@H]1OCc2cn(nn2)CCCC(=O)N([C@H](C)CO)C[C@H]1C	25%
NC(=O)C1CCN(C(=O)c2ccc(NS(=O)(=O)/C=C/c3ccccc3)cc2)CC1	15%
O=[N+]([O-])C1C(c2ccccc2)C12c1ccccc1-c1ccccc12 (stereo not drawn)	-55%[inhibitor]
COc1cccc(C#CC2=CC(=O)C[C@H](c3ccc(F)cc3)C2)c1	-20%
C[C@H](CO)N1C[C@H](C)[C@@H](CN(C)Cc2cccc(C(F)(F)F)c2)OCc2cnnn2CCCC1=O	12%
O=C(OCc1cn([C@@H]2CN(CC3CCCCC3)[C@@H](c3ccccc3)C[C@H]2O)nn1)c1ccccc1	-2%
COc1ccc(C(=O)NCCCC2CCCC2)cc1OC1CCN(C(C)C)CC1	-61%[inhibitor]
COc1ccc([C@H]2N[C@]3(CCCN(Cc4ccc(C)cc4)C3=O)[C@H]3C(=O)N(Cc4ccccc4)C(=O)[C@@H]23)cc1	14%
CC(CC(c1ccccc1)N1CCc2ccccc2C1)=NO (stereo not drawn)	0%
COc1ccc(NC(=O)Nc2ccc3c(c2)C(=O)N([C@H](C)CO)C[C@@H](C)[C@@H](CN(C)C(=O)C2CCCCC2)OCCCC[C@H](C)O3)cc1	22%
COc1ccc(F)cc1S(=O)(=O)N1CCc2ccccc2C1	-19%
N#Cc1ccccc1OCC(=O)Nc1ccc2c(c1)OCO2	14%
O=C(CCCc1ccccc1)NCCS(=O)(=O)N1CCN(c2ccccc2)CC1	10%
COc1ccccc1NC(=O)C(C)OC(=O)C1CC(=O)N(Cc2ccco2)C1 (stereo not drawn)	6%
Cc1nn(-c2ccccc2)nc1C(=O)Nc1cccc(C(=O)NC2CC2)c1	-5%
CC(=O)N1CCN(c2ccc(NC(=O)c3cccc(F)c3)cc2)CC1	-2%
C[C@H]1CN([C@@H](C)CO)C(=O)CCCn2nncc2CO[C@@H]1CN(C)Cc1ccncc1	10%
O=[N+]([O-])c1cnc(Sc2ccncn2)c([N+](=O)[O-])c1	-10%
CCN(CC)C(=O)C1=C(C)N(Cc2ccc(F)cc2)C(=O)C(CC(=O)NCCCN(C)C)C1 (stereo not drawn)	-6%
CNC(=O)C[C@H]1C(=O)N(c2ccccc2)C[C@@H]1Cc1ccccc1	-18%
Cc1ccc(S(=O)(=O)N2CC3(O)CN(C(=O)OC(C)C)N(C(=O)OC(C)C)CC3(OC(=O)NC3CCCC3)C2)cc1 (stereo not drawn)	-23%
(cont.)
SMILES	a7 integrin act
O=C(NC1CC1)c1ccc(CSCc2ccc(Cl)cc2)o1	5%
C[C@@H]1CN([C@H](C)CO)C(=O)c2cc(Br)cnc2O[C@@H]1CN(C)C(=O)Nc1cccc(F)c1	20%
CC(=O)Nc1sc(C)c(C)c1C(=O)OCC(=O)Nc1ccccc1C(F)(F)F	-15%
C[C@@H]1CN([C@H](C)CO)C(=O)c2cc(Br)cnc2O[C@@H]1CN(C)C(=O)Nc1ccccc1	27%
Cc1ccc(C(=O)NCC(=O)N(C)Cc2ccccc2C)s1	23%
C[C@H]1CN([C@@H](C)CO)S(=O)(=O)c2ccc(-c3cccc(F)c3)cc2O[C@@H]1CN(C)C	-10%
CCOc1ccc(N2CC(C(=O)Nc3cccc(S(=O)(=O)N4CCOCC4)c3)CC2=O)cc1 (stereo not drawn)	-7%
O=[N+]([O-])c1cc2c(cc1Br)-c1ccccc1C2	-40%
Cc1ccc(OC(=O)N(C)C[C@@H]2OCc3cn(nn3)CCCC(=O)N([C@H](C)CO)C[C@H]2C)cc1	3%
O=C(CCN1C(=O)NC2(CCCC2)C1=O)Nc1ccc(Sc2ccc(Br)cc2)cc1	-13%
Cc1cn([C@H]2C[C@H](O)[C@@H](CNC(=O)[C@H](N)C3CC3)O2)c(=O)[nH]c1=O	0%
O=C(NC1CCC1)C1CCC(=O)N(Cc2ccc(Cl)cc2)C1 (stereo not drawn)	-4%
O=C(O)c1ccccc1-c1ccccc1C(=O)Nc1ccc2oc(=O)c3ccccc3c2c1	-48%[inhibitor]
COc1ccccc1CN(C)C(=O)c1cc(S(=O)(=O)N2CCCCCC2)ccc1OC	-28%
CC(C)c1cc(C(=O)N(C)C2CCCN(Cc3ccccc3F)C2)n(C)n1 (stereo not drawn)	-18%
C[C@@H]1CN([C@@H](C)CO)S(=O)(=O)c2ccc(Br)cc2O[C@H]1CN(C)Cc1ccncc1	-3%
CCC[C@H]1CN(c2ccccc2)C(=O)[C@@H]1CC(=O)Nc1ccccc1	-2%
COc1ccc(C2=CCCCCC2)cc1OC	-5%
COc1ccc(S(=O)(=O)N(C)C[C@@H]2OCCCC[C@@H](C)Oc3ccc(NC(=O)NC(C)C)cc3C(=O)N([C@H](C)CO)C[C@@H]2C)cc1	16%
CC(=O)Nc1nc2[nH]ccc2c(=O)[nH]1	-1%
Cc1cccc(NC(=O)CSc2nc(=O)n(CCCN3CCOCC3)c3c2CCCC3)c1C	10%
Cc1ccc(S(=O)(=O)N2C[C@H]3C(=O)C[C@@H](c4cccc(Cl)c4)N(S(=O)(=O)c4ccc(C)cc4)[C@H]3C[C@H]2c2ccccc2)cc1	-21%
c1ccc(-c2nnc(SCc3ccncc3)o2)cc1	17%
CC(C)CC1C(=O)N(Cc2cn(Cc3ccco3)nn2)CCS(=O)(=O)N1Cc1ccc(-c2cccc(CO)c2)cc1 (stereo not drawn)	-15%
O=C(COC(=O)/C=C/c1ccccc1)NCc1ccco1	-30%
CCOc1ccccc1N1C(=O)CC(Sc2ccccc2N)C1=O (stereo not drawn)	5%
CCN(CC)S(=O)(=O)c1ccc(-c2cn3ccccc3n2)cc1	14%
O=C(Cn1nnc(-c2ccc(Cl)cc2)n1)NC(=O)NC1CCCC1	22%
C[C@H]1CN([C@@H](C)CO)C(=O)CCCn2cc(nn2)CO[C@@H]1CN(C)C(=O)Nc1ccccc1C(F)(F)F	6%
Cc1ccc(S(=O)(=O)CCC(=O)OCC(=O)Nc2sccc2C#N)cc1	-16%
CN(CC(=O)Nc1ccc(F)c(F)c1F)C(=O)C1CCCN1C(=O)c1cccs1 (stereo not drawn)	-4%
COc1cc(Cl)ccc1OCc1cc(C(=O)N2CCN(C3CCCCC3)CC2)no1	-14%
S=c1[nH]c2nc(Cl)c(Cl)nc2[nH]1	-9%
CCCn1c(N)c(N(CCOC)C(=O)COC(=O)COc2c(C)cc(C)cc2C)c(=O)[nH]c1=O	-4%
CCCCCC(O)C=CC1C(O)CC(O)C1CC=CCCCC(=O)O (stereo not drawn)	10%
C[C@H](NC(=O)C1CCN(S(=O)(=O)c2ccccc2)CC1)C(=O)NC1CC1	15%

Copied from the list:
`O=C(Cn1nnc(-c2ccc(Cl)cc2)n1)NC(=O)NC1CCCC1` – a7 integrin act = 22%
`CCOc1ccccc1N1C(=O)CC(Sc2ccccc2N)C1=O` (stereo not drawn) – a7 integrin act = 5%

The listing continues.
SMILES	a7 integrin act
CCOc1ccc(S(=O)(=O)NCCC(=O)N2CCN(C(C)=O)CC2)cc1	17%
O=C(OCc1cn([C@@H]2C[C@H](c3ccccc3)N(C(=O)c3cccs3)C[C@H]2O)nn1)c1ccccc1	3%
COc1ccccc1S(=O)(=O)N(C)C[C@@H]1OCc2cn(nn2)CCCC(=O)N([C@H](C)CO)C[C@H]1C	16%
O=C(COC(=O)/C=C/c1cccc(F)c1)NCc1ccc2c(c1)OCO2	-4%
COc1cccc(NC(=O)CCC2CCN(C(=O)C(OC)c3ccccc3)CC2)c1 (stereo not drawn)	-10%
O=Nc1c(O)cc(O)c2ccccc12	4%
C[C@@H]1CCCCO[C@H](CN(C)Cc2ccc(C(=O)O)cc2)[C@@H](C)CN([C@H](C)CO)C(=O)c2cc(NC(=O)CCC(F)(F)F)ccc2O1	-16%
C[C@@H]1CN([C@@H](C)CO)S(=O)(=O)c2ccc(Br)cc2O[C@H]1CN(C)Cc1ccccc1F	-18%
CC1=C(C(=O)Nc2cc(C(=O)N3CCN(c4ccc(Cl)cc4)CC3)ccc2C)SCCO1	17%
Cc1ccc(NC(=O)CCc2ccccc2)cc1C	-5%

Of the compounds above, 14 have a Cl atom.
SMILES	a7 integrin act
COc1ccc(-c2ccc3[nH]c4c(c3c2)CCN2C(=O)[C@@H]([C@H](C)O)[C@@H](N(C)C(=O)Nc3cc(Cl)cc(Cl)c3)C[C@@H]42)cc1	-59%[inhibitor]
Clc1ccccc1NN=Cc1ccccn1	-17%
O=C(COc1ccc(Cl)cc1Cl)NCCN1CCCCC1	-32%
C[C@H](CO)NC(=O)c1[nH]cnc1C(=O)Nc1cccc(Cl)c1	24%
CC1CCN(S(=O)(=O)N2CCC(C(=O)NCc3ccc(F)cc3Cl)CC2)CC1	20%
COc1ccc(S(=O)(=O)N2CCCCC2)cc1NC(=O)C1CC1(Cl)Cl (stereo not drawn)	-6%
Cc1ccc(NC(=O)COC(=O)CN2CCSC2=O)cc1Cl	-4%
O=C(NC1CC1)c1ccc(CSCc2ccc(Cl)cc2)o1	5%
O=C(NC1CCC1)C1CCC(=O)N(Cc2ccc(Cl)cc2)C1 (stereo not drawn)	-4%
Cc1ccc(S(=O)(=O)N2C[C@H]3C(=O)C[C@@H](c4cccc(Cl)c4)N(S(=O)(=O)c4ccc(C)cc4)[C@H]3C[C@H]2c2ccccc2)cc1	-21%
O=C(Cn1nnc(-c2ccc(Cl)cc2)n1)NC(=O)NC1CCCC1	22%
COc1cc(Cl)ccc1OCc1cc(C(=O)N2CCN(C3CCCCC3)CC2)no1	-14%
S=c1[nH]c2nc(Cl)c(Cl)nc2[nH]1	-9%
CC1=C(C(=O)Nc2cc(C(=O)N3CCN(c4ccc(Cl)cc4)CC3)ccc2C)SCCO1	17%
